Screens deposited in PubChem by several laboratories.
Peg3 promoter = reduces Peg3 promoter-driven luciferase expression in HeLa | HeLa PEG-Prom luciferase reporter, luminescence, overnight | actives 1.7% (n = 360,000) | AID 588405 | inhibition, % at 20 µM;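 active = inhibition of at least 50% at 20 µM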
MITF TRPM1 inh = reduces MITF-dependent TRPM1 promoter luciferase signal | actives 0.83% (n = 330,000) | AID 488899 | inhibition, % at 12.5 µM | SK-MEL-5 TRPM1 promoter luciferase, 24 h;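 active = mean inhibition across replicates of 60% or more, whatever share of single replicates reaches that level; inconclusive = some that reach 60%, reason not given; inactive = mean inhibition across replicates below 60%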; also: values of inactives mirror those of a sister screen read the other way
aDG glyco up = alpha-DG glycosylation activation | Pro5-aDG cells, alpha-DG glycosylation AlphaScreen (IIH6); 0% Pro5, 100% B10-LARGE cell signal | activation, % at 10 µM | actives 0.22% (n = 360,000) | AID 624168;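 active = activation of at least 8% versus controls, or a plate z-score of at least 8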;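 also: Pro5 are CHO cells carrying HIG-tagged alpha-DG that lacks glycosylation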
NR2E3 ag-1 = human photoreceptor-specific nuclear receptor agonism; actives 0.35% (n = 360,000); Q9Y5X4; AID 602229; inhibition of corepressor binding, % at 3.98 µM; CHO-S Gal4-NCOR/VP16-NR2E3 two-hybrid, luciferase;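 active = inhibition above the mean of all tested compounds plus 3 SD, cut at about 70% in these data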;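 also: 0% = DMSO with NR2E3 transfected cells and 100% = cells lacking NR2E3 construct; higher means lower luciferase signal from less NR2E3 corepressor binding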
Target sequence (Q9Y5X4 whole entry, looked up, the tested form may be a part): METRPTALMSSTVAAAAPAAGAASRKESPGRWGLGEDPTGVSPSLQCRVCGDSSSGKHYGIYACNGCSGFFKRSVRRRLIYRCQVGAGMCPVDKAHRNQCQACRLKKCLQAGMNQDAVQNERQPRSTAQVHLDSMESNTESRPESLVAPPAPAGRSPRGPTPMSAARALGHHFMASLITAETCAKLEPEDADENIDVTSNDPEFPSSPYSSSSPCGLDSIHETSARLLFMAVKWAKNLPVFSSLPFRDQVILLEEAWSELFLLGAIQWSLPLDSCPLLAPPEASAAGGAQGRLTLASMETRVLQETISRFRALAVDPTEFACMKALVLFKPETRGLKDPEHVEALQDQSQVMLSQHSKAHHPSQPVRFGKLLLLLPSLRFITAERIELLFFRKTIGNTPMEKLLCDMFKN
TWEAK-Fn14 inh = TWEAK-Fn14 signaling inhibition; TWEAK-stimulated Fn14 reporter cells, luciferase luminescence, 8 h; inhibition, % at 10 µM; actives 2% (n = 360,000); in the data active = inhibition above about 50%
CF NFkB block = blocks PAF-induced NF-kB reporter in cystic fibrosis cells | KKLEB NF-kB-GFP reporter, GFP fluorescence overnight | inhibition, % at 5 µM | actives 0.86% (n = 360,000);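 active = at least 50% inhibition at 5 µM, scaled per plate between neutral and stimulator controls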;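 also: PAF is a Pseudomonas aeruginosa culture filtrate used as stimulus; plate controls were PAF-stimulated DMSO wells for no effect and unstimulated DMSO wells for full effect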
Shn3 inh set2 = reduces Shn3 3'UTR luciferase signal in osteoblasts | AID 588674 | Clone20 osteoblast Shn3 3'UTR firefly luciferase, 24 h | actives 0.52% (n = 360,000) | inhibition, % at 12.5 µM;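 active = mean inhibition of at least 75% with every replicate also reaching 75%; inconclusive = mean inhibition at least 75% but some replicate below; inactive = mean inhibition below 75%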;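 also: 0% = median of neutral control wells and 100% = pilot-screen positive control compound; some compounds past the cut are filed as inactive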
HIF-2a inh = inhibitors of HIF-2a; AID 624352; 786-0 RCC cells HIF-2a reporter, luciferase luminescence, overnight; actives 0.72% (n = 360,000); inhibition, % at 18.8 µM;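 active = inhibition of the luminescence signal of 40% or more relative to plate controls, in a single-dose primary screen at 18.75 µM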
NR2E3 ag-2 = NR2E3 (human) agonism. inhibition of corepressor binding, % at 4.78 µM. Q9Y5X4. actives 0.12% (n = 320,000). GST-NR2E3/biotin-RetCOR TR-FRET, 1536-well. AID 2300;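 active = percent inhibition above the cutoff of mean plus 3 SD of all tested compounds, set per screening campaign, cut at about 20% in these data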;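 also: 0% = DMSO wells and 100% = biotin wells as full block of FRET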
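Test system: GST-NR2E3 and biotin-RetCOR proteins | Quantity: 1.35 nM GST-tagged NR2E3 final | Medium: Tris pH 7.5 | Also added: 7 nM biotin-RetCOR | Dosing: Compound at 4.8 µM, single dose | Timing: 5 h at 4 °C | Detection: Time-resolved FRET | Read-out basis: Percent inhibition | Benchmarks: Biotin wells as high control, 0.6% DMSO wells as low control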
KKLEB cytotox = CF airway cell cytotoxicity counter-screen | KKLEB CF airway cells viability, ATPlite luminescence, overnight; stronger effect = lower value; cells stimulated with P. aeruginosa culture filtrate | activity change (cytotoxicity), % at 5 µM | actives 0.36% (n = 360,000) | AID 602141;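 active = corrected activity change at or below -50% at 5 µM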
hiPSC survival = hiPSC single-cell survival enhancement. ATPlite luminescence; 100% = ROCK inhibitor wells, 0% = DMSO. survival enhancement, % at 20 µM. actives 0.044% (n = 360,000). AID 602274; in the data active = survival enhancement above about 18%;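 also: cells exposed to compounds for 16 hours before the ATP read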
Active calls of the source: *; ? = inconclusive; nt = no result given.

SMILES	Peg3 promoter	MITF TRPM1 inh	aDG glyco up	NR2E3 ag-1	TWEAK-Fn14 inh	CF NFkB block	Shn3 inh set2	HIF-2a inh	NR2E3 ag-2	KKLEB cytotox	hiPSC survival
Cc1ccc(NC(=O)C(C)c2cccc(C(=O)c3ccccc3)c2)cc1O (stereo not drawn)	-1	27	3.1	65	30	-10	70	-4	1	0	0.6
CCOC(=O)C1=C(O)C(Nc2nc3ccccc3s2)(C(F)(F)F)N=C1C (stereo not drawn)	3	6	0.0	-1	11	2	10	6	-1	9	-0.2
CC1CN(CCOCCSc2ccccc2)CC(C)O1 (stereo not drawn)	17	1	-0.2	-27	-18	7	20	11	7	-9	1.0
CCOC(=O)c1oc2ccccc2c1NC(=O)c1ccc(Cl)s1	-13	-27	0.1	-17	-35	18	-8	-28	3	-11	1.8
CCCCCOC(=O)CSc1n[nH]c(=O)[nH]c1=O	2	15	0.2	-2	4	-10	5	12	1	-21	-1.9
CCN1CCN(C(=O)CN(c2ccc(F)cc2)S(=O)(=O)c2ccc(OC)c(OC)c2)CC1	3	5	0.1	-9	-8	-15	12	3	1	3	-0.3
N#C/C(=C\c1ccc(F)cc1)C(=O)Nc1ccccn1	-5	-13	-0.2	0	7	-12	-13	12	-2	3	0.3
O=C(Nc1ccc(N2CCOCC2)cc1)c1cccc(S(=O)(=O)N2CCC(Cc3ccccc3)CC2)c1	26	10	0.9	-19	23	15	64	16	-3	-6	-0.6
N#Cc1ccccc1NC(=O)CSc1nnc(-c2ccccc2)n1-c1ccccc1	31	19	0.3	14	13	3	13	14	-1	6	-1.4
CN(C)CCNC(=O)C(=O)Nc1cc2c3c(c1)CCC(=O)N3CCC2	-9	-1	-0.1	6	-10	20	-5	6	1	4	2.1
O=C(COC(=O)CCS(=O)(=O)c1ccccc1)NC(=O)c1ccc(OC(F)F)cc1	9	11	-0.1	-14	-7	12	8	9	-1	-2	-0.4
Clc1ccc2nc(N3CCCCC3)sc2c1	-342	-60	-0.1	-130	23	-19	-86	-220	5	3	-1.9
COc1ccc(CNC(=O)COC(=O)c2ccc(Br)o2)cc1	13	3	-0.1	24	5	-4	9	9	4	-1	1.4
Cc1ccc2c(c1)COc1c3ccc(C(=O)O)cc3nn1-2	89*	70*	0.0	-116	81*	-6	-9	83*	1	0	-0.5
O=C(Nc1nnc(C2=COCCO2)o1)c1ccc(F)cc1	-2	10	-0.1	-18	-1	-32	-20	-5	-3	10	0.3
Cc1ccc2nc(-c3ccccn3)c(N)n2c1	35	nt	1.5	-30	43	10	29	27	nt	-30	-4.2
CCN(Cc1ccccc1)C(=O)Cn1cc(S(=O)(=O)NC)c(S(=O)(=O)NC)c1	16	-11	0.2	-7	-4	-9	-4	14	0	6	-0.7
CCOc1ccc(C(=O)CCC(=O)NCC(=O)Nc2ccc(F)c(F)c2F)cc1	15	nt	1.0	-3	-6	5	-1	10	nt	9	-3.3
COC(=O)c1ccc(S(=O)(=O)N2C3CCC2CC(NC(=O)NC2CCCCC2)C3)cc1 (stereo not drawn)	-29	0	0.0	-17	0	2	17	-60	4	6	-1.4
CCCCOC(=O)Nc1nnc(SCCOc2ccc(C)cc2)s1	16	-13	0.0	10	-19	17	5	4	2	2	-1.5
O=C(NCc1cc(Cl)cc(Cl)c1)c1csc([C@@H]2O[C@H](CO)[C@H](O)[C@H](O)[C@H]2O)n1	-2	nt	0.1	-24	15	18	3	9	nt	1	-0.1
Cc1c(CN2CCN(CC(C)C)C(CCO)C2)[nH]c2ccc(Cl)cc12 (stereo not drawn)	10	3	0.0	6	-4	19	-40	10	1	2	-0.8
CN(C)CCNC(=O)C(=O)c1c(-c2ccccc2)cc2ccccn12	-6	3	0.2	-21	17	-8	3	4	3	-22	0.8
CSCCC(NC(=O)COc1ccccc1)C(=O)N1CCN(C(C)=O)CC1 (stereo not drawn)	-3	-5	0.1	-19	-4	-2	-2	8	5	0	-0.3
c1ccc(Cn2nnnc2C(c2cccs2)N2CCc3ccccc3C2)cc1 (stereo not drawn)	23	7	0.2	1	6	4	10	2	4	0	0.8

(listing goes on)
SMILES	Peg3 promoter	MITF TRPM1 inh	aDG glyco up	NR2E3 ag-1	TWEAK-Fn14 inh	CF NFkB block	Shn3 inh set2	HIF-2a inh	NR2E3 ag-2	KKLEB cytotox	hiPSC survival
CC1(C(=O)Nc2ccc3ccccc3c2)CCC(=O)N1C1CCN(Cc2ccccc2)CC1 (stereo not drawn)	-12	nt	0.0	24	-9	3	14	-3	nt	-15	-1.5
CCOC(=O)c1cc(-c2sc(NC(=O)c3ccccc3)nc2C)n(Cc2ccccc2)n1	-6	nt	0.7	-3	55*	21	19	-25	nt	0	1.1
CN(Cc1ccc(F)cc1)Cc1nc(-c2cnccn2)no1	-4	-1	0.0	-5	8	-9	-3	2	-3	18	1.6
C#CCNC(=O)C1=C[C@@H](c2ccc3c(c2)OCO3)C[C@@H](OCCCCO)O1	-13	-2	0.1	-16	-5	15	-8	-21	-1	5	0.6
NS(=O)(=O)c1ccc(SCc2ccccc2)nc1	-50	-15	0.0	-31	-14	-6	-6	-65	1	-2	-0.7
COc1ccc(-c2oc3c(c2C#CCCCCO)C(OCCO)CC3)cc1 (stereo not drawn)	nt	nt	-0.2	-3	19	nt	nt	-15	nt	nt	0.2
CCOC(=O)C(C)N1C(=O)S/C(=C/c2cc(C)n(-c3ccncc3)c2C)C1=O (stereo not drawn)	-53	1	-0.2	-15	-41	-10	7	-77	0	11	1.5
Cc1ccccc1OCC(=O)OC(C)CN1CCN(C)CC1 (stereo not drawn)	15	2	-0.1	5	-9	-1	4	13	2	7	1.6
[O-]/C(=C(\C(=S)Nc1cccc2ccccc12)[n+]1ccccc1)c1ccc2c(c1)OCCO2	22	17	0.1	26	104*	-5	31	70*	-1	12	4.2
COc1ccc(C(=O)N/C(=C\c2cccc([N+](=O)[O-])c2)C(=O)Nc2cccc(C(=O)O)c2)cc1	13	-2	0.0	-20	-40	6	4	7	2	-1	-2.8
Fc1ccc(COc2ccc3ccccc3c2CNc2nn[nH]n2)cc1	15	16	1.5	-4	14	3	-10	38	2	-4	-0.6
CCC(C)[C@H]1CN=C(N)N1CCc1cccc2ccccc12 (stereo partly drawn)	-2	-3	-0.2	-9	11	9	28	7	2	-7	0.5
CC(C)(C)OC(=O)NCc1ccc(CNC(=O)c2nc[nH]c2C(=O)N2CCN(C(=O)OC(C)(C)C)CC2)cc1	51*	21	-0.4	-10	34	-3	14	9	-3	-11	0.2
Cc1ccc(N(CC(=O)N2CCCC2)S(C)(=O)=O)c(C)c1	-11	13	0.1	-9	2	-16	-8	14	-3	23	0.0
CC1(C)CCC(=O)N2CC[C@H]3c4cc5ccccc5nc4C[C@@H]1[C@H]32	2	0	-0.3	-3	1	1	-9	10	nt	1	-1.9
CC1(C)CC(=O)C(C=NCc2cccnc2)=C(O)C1	15	-8	-0.2	-10	-15	3	-10	11	-2	5	0.7
O=C(/C=C/c1ccncc1)c1ccc2c(c1)OCCO2	105*	-2	0.1	8	-5	10	5	3	3	-16	-1.6
Cc1ccc(NC(=O)C2(C)CCN2CCc2ccccc2)cc1 (stereo not drawn)	3	nt	-0.1	5	13	-32	-13	14	nt	12	-1.2
O=C(c1ccccc1)N1CCC(CC2CC(c3cccc(Br)c3)=NO2)(C(=O)NCC2CCCCC2)CC1 (stereo not drawn)	-7	8	0.1	-25	-41	10	10	5	3	2	-2.4
CN(Cc1ccccc1)C(=O)COC(=O)/C=C/c1ccco1	-14	2	0.0	-1	22	5	1	6	0	14	1.1
Cc1cccc(/C=N/NC(=O)c2c(-c3ccccc3)noc2C)c1O	50	44	2.0	-78	-5	8	?	20	1	-2	-0.5
Nc1nc(O)c(CC(=O)O)s1	-2	-4	-0.1	12	0	-11	1	11	2	8	0.1
COc1ccc(CN2CCNC(=O)C2CC(=O)NCc2cn3ccc(C)cc3n2)c(OC)c1 (stereo not drawn)	6	-11	0.0	10	3	-10	3	7	0	6	1.1
CC#CC(=O)NCC1(N(C)Cc2ccccc2)Cc2ccccc2C1	12	3	-0.1	-31	-5	-14	-3	18	1	2	-0.4
CCSc1nnc2ccc(-c3ccc(C)cc3)nn12	-65	-19	0.5	6	-36	-13	-16	-124	0	-13	-0.2

Complete entries from above. Order of values: Peg3 promoter, MITF TRPM1 inh, aDG glyco up, NR2E3 ag-1, TWEAK-Fn14 inh, CF NFkB block, Shn3 inh set2, HIF-2a inh, NR2E3 ag-2, KKLEB cytotox, hiPSC survival
Profile of COc1ccc(C(=O)N/C(=C\c2cccc([N+](=O)[O-])c2)C(=O)Nc2cccc(C(=O)O)c2)cc1 = 13, -2, 0.0, -20, -40, 6, 4, 7, 2, -1, -2.8
Profile of COc1ccc(-c2oc3c(c2C#CCCCCO)C(OCCO)CC3)cc1 (stereo not drawn) = nt, nt, -0.2, -3, 19, nt, nt, -15, nt, nt, 0.2

More records.
SMILES	Peg3 promoter	MITF TRPM1 inh	aDG glyco up	NR2E3 ag-1	TWEAK-Fn14 inh	CF NFkB block	Shn3 inh set2	HIF-2a inh	NR2E3 ag-2	KKLEB cytotox	hiPSC survival
CC[C@@]12C(=O)N(c3ccccc3)C(=O)N1[C@H](c1ccc(OC)cc1)[C@@H]1C(=O)N(C(C)(C)C)C(=O)[C@@H]12	4	-9	-0.1	-10	4	-5	12	-1	5	14	-0.3
O=C(CSc1ccc2nnc(-c3ccccn3)n2n1)Nc1nccs1	-11	-2	-0.1	3	0	6	7	11	0	-11	0.5
O=C(c1ccc(CNc2c(N3CCCC3)c(=O)c2=O)cc1)N1CC=C(c2ccccc2)CC1	5	-14	0.2	-53	-39	20	nt	6	-3	-11	0.0
O=C(Nc1ccn(Cc2c(F)c(F)cc(F)c2F)n1)c1ccc(COc2ccc(Cl)cc2Cl)o1	8	-15	0.2	-82	20	-1	32	15	-4	-2	-2.9
COCCCN=C1NN=C(c2cc(C)n(-c3ccccc3)c2C)CS1	-142	-1	-0.2	-6	28	16	20	-17	1	-11	0.9
CCOC(=O)C(CCCOc1cccc(OC)c1)C(=O)OCC	15	-8	-0.1	-2	8	-8	-1	-3	3	11	1.2
Cn1c(SCC(=O)NCc2ccc3c(c2)OCO3)nc2scc(-c3cccs3)c2c1=O	-1	3	0.1	-3	31	7	5	-8	-1	-20	-4.0
Cc1cccc(N(Cc2cc3ccccc3[nH]c2=O)S(C)(=O)=O)c1	8	9	0.2	-34	15	6	9	-15	-2	10	-0.2
CCOC(=O)C1CCN(S(=O)(=O)Cc2ccccc2)CC1	-3	-6	0.1	-22	4	3	-2	11	1	-11	0.9
CN(C)CCCNC(=O)C(=O)NCC1OCCN1S(=O)(=O)c1cccs1 (stereo not drawn)	5	6	-0.2	-17	10	-1	-38	13	0	-7	0.2
CCCCCCc1ccc(N2C[C@H](CCCCC)[C@@H](CC(=O)NCc3ccc(OC)cc3)C2=O)cc1	0	1	0.5	-4	13	28	18	7	1	-7	-0.1
